Compound activity deposited in PubChem BioAssay by several laboratories.
BH1578 lux ind – induces V. cholerae light production without autoinducers; actives 0.16% (n = 350,000); AID 588436; V. cholerae BH1578 lux reporter, luminescence, 6 h; activation, % at 18.7 µM; in the data active = activation mostly above about 9.7%, no sharp cut-off; inconclusive = no clear call, values can overlap the other calls; inactive = mostly below about 3.7%; note: not every result past the cut was called active; inactives centre near 0; reference of the scale not given here
PriA SSB inh – blocks PriA binding to SSB C-terminal tail. AlphaScreen SSBct-PriA binding, biotinylated peptide. inhibition, % at 33 µM. actives 0.6% (n = 430,000); in the data active = inhibition mostly above about 37%, no sharp cut-off; inactive = mostly below about 20%;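 note: plate controls were negative control peptide for no effect and reference peptide for full effect; strong numbers were not always called active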
VHR inh abs – DUSP3 (human) phosphatase inhibition | P51452 | recombinant VHR phosphatase, pNPP absorbance | actives 0.52% (n = 290,000) | inhibition, % at 13.3 µM | AID 1654; in the data active = inhibition above about 50%; note: some compounds called inactive have numbers as strong as hits
Target sequence (P51452 whole entry, looked up): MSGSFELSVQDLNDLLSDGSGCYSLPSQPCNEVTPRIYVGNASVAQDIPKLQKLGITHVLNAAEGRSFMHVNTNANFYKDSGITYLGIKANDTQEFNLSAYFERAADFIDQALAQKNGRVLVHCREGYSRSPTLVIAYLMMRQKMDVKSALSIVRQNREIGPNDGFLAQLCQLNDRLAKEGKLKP
Rv3671c protease – inhibits the M. tuberculosis serine protease Rv3671c; actives 0.048% (n = 320,000); AID 2606; inhibition, % at 5.96 µM; in the data active = inhibition above about 38%;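 note: extracellular domain of Rv3671c used as enzyme; 0% = enzyme with DMSO and 100% = no enzyme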
PfHsp40 yeast – restores yeast growth despite PfHsp40 toxicity. S. cerevisiae expressing PfHsp40, growth rescue, ATP luminescence. growth rescue, % at 12.5 µM. actives 0.68% (n = 340,000). AID 504582; in the data active = growth rescue above about 28%, passing the limit was not always enough; inconclusive = no clear call, values can overlap the other calls;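 note: yeast W303a lacking pdr1 and pdr3 grown in galactose medium; growth measured after three days at 30 °C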
Y pestis TopoI – Y. pestis Topo-I inhibition via cleavage products. actives 0.064% (n = 360,000). Y. pestis Topo-I cleavage product accumulation, plate reader. activity, % at 10 µM. AID 504884; in the data active = activity above about 50%, passing the limit was not always enough; inconclusive = no clear call, values can overlap the other calls; note: inactives centre near 2
SARS 3CLpro inh – SARS-CoV 3CLpro protease inhibition. P0C6X7. recombinant SARS-CoV 3CLpro, quenched FRET peptide cleavage. inhibition, % at 6 µM. actives 0.14% (n = 290,000). AID 1706; in the data active = inhibition above about 12%
TcdB inh – blocks C. difficile toxin B glycohydrolase activity; P18177; TcdB glycohydrolase enzymatic assay, plate reader; inhibition, % at 9.99 µM; actives 0.24% (n = 350,000); in the data active = inhibition above about 10%
Anthrax LF prot – anthrax lethal factor protease inhibition. P15917. multiplex microsphere protease cleavage assay, LF. inhibition, % at 10 µM. actives 0.12% (n = 360,000). AID 588501; in the data active = inhibition above about 30%; inconclusive = no clear call, values can overlap the other calls; note: plate controls were buffer without enzyme for full effect and enzyme alone for no effect
Target sequence (P15917 whole entry, looked up): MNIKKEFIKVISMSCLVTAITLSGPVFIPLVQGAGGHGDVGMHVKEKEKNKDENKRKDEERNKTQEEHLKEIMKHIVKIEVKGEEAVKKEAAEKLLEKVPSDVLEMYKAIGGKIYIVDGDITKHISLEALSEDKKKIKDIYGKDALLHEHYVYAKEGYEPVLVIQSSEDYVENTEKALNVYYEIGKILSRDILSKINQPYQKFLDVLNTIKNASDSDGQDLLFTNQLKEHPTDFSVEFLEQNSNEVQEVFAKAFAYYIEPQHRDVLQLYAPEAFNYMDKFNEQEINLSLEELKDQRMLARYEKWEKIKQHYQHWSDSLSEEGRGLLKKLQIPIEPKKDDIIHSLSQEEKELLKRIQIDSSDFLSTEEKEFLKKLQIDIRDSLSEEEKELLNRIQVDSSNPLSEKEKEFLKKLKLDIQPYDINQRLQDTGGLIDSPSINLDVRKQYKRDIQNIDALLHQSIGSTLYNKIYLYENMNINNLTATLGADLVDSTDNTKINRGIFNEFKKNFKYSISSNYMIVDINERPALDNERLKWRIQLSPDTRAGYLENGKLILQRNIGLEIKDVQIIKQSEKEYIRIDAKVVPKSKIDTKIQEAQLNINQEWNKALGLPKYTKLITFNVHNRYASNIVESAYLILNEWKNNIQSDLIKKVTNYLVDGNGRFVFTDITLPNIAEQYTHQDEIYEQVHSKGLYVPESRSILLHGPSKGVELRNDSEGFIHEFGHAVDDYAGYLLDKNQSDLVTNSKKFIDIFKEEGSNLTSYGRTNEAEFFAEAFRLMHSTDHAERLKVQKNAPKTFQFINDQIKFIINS
MazEF act – MazEF (E. coli) toxin RNase activation; P0AE70; FAM/BHQ RNA-DNA oligo cleavage fluorescence, 5 h; activation, % at 20 µM; actives 0.32% (n = 350,000); in the data active = activation above about 50%
Target sequence (P0AE70 whole entry, looked up): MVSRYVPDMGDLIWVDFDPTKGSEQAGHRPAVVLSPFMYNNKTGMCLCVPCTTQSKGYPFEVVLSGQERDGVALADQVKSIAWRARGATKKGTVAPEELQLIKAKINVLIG
* hit, by the source's call; i = inactive; ? = inconclusive; nt = no result given. Some of the compounds tested; count on the stated rates, not on these rows.

SMILES | BH1578 lux ind | PriA SSB inh | VHR inh abs | Rv3671c protease | PfHsp40 yeast | Y pestis TopoI | SARS 3CLpro inh | TcdB inh | Anthrax LF prot | MazEF act
Cc1ccnc(NC(=O)/C=C/c2ccccc2Cl)c1 | -0.2 | -7 | 2 | -12 | -0.2 | -3 | 2 | 0.7 | -4 | 6
O=C(O)c1cc(S(=O)(=O)N2CCCCC2)ccc1N1CCOCC1 | -3.7 | 11 | nt | 4 | 4.7 | 1 | nt | 0.9 | 0 | -2
CC1(C)C(=O)Nc2ccccc2N1C(=O)COC(=O)c1cccc(O)c1 | -0.5 | -4 | nt | -3 | -0.1 | 0 | nt | 2.0 | nt | 8
O=C(Nc1ccc(NC(=O)c2cccs2)cn1)c1ccccc1 | 2.0 | 5 | 49 | -3 | 0.2 | -8 | 0 | 0.2 | 1 | 3
O=C(CCNc1cccc(Cl)c1)c1ccco1 | i | -4 | 13 | 2 | -0.2 | 1 | 2 | nt | -1 | 7
O=C1C2C3c4ccccc4C(c4ccccc43)[C@@H]2c2nc3ccccc3n21 (stereo partly drawn) | i | -9 | 25 | -4 | -1.0 | 8 | 2 | nt | -1 | -3
Cc1oc2c(c(C)cc3oc(=O)c(CC(=O)N[C@@H](CCCNC(N)=O)C(=O)O)c(C)c32)c1C | 0.6 | 2 | 6 | -5 | -0.5 | 1 | -2 | -1.0 | -1 | -9
Cc1ccc(N2CCN(C3=NC(=O)/C(=C\c4cccs4)S3)CC2)cc1 | -0.4 | -3 | -11 | 3 | 0.6 | 47 | -3 | nt | -5 | -5
CC(C)c1ccc(S(=O)(=O)Nc2ccc3c(c2)OCO3)cc1 | -0.4 | -1 | nt | 2 | 9.9 | 9 | nt | -3.7 | nt | 6
C/C=C(\C)C(=O)NCCN1C2=NC[C@H](C(C)C)N2C[C@@H]1Cc1ccc(OC)cc1 | -0.2 | -7 | 10 | 6 | 0.2 | -4 | 0 | 0.1 | 5 | 3
O=C(CNc1ccccc1Cl)c1ccc(Br)cc1 | i | -38 | 31 | -3 | 1.2 | ? | 3 | -1.1 | -14 | -2
COCCn1c(SCC(=O)NN2C(=O)NC(C)(c3ccccc3)C2=O)nnc1-c1ccncc1 (stereo not drawn) | -1.3 | -1 | nt | 0 | -0.8 | 2 | nt | 0.2 | 3 | 1
O=C(c1ccc(NS(=O)(=O)c2cccc([N+](=O)[O-])c2)cc1)N1CCN(C(=O)c2ccco2)CC1 | -0.9 | -6 | nt | 0 | 1.7 | 0 | nt | 0.2 | 13 | 0
CCC(=O)Nc1ccc(OC)cc1OC | 3.0 | 5 | -2 | -13 | 0.3 | -5 | -3 | nt | -6 | 0
Cc1cc2occ(CC(=O)NNC(=O)c3ccccc3)c2cc1C | -0.7 | -7 | -4 | -13 | 1.0 | 0 | 3 | -0.5 | 0 | -11
CC1CCCN(S(=O)(=O)c2ccc(NC(=O)CN3CCN(C)CC3)cc2)C1 (stereo not drawn) | i | -9 | 7 | -1 | 0.2 | -3 | 2 | nt | 1 | 1
CN(C(=O)COC(=O)CNC(=O)C12CC3CC(CC(C3)C1)C2)C1CCS(=O)(=O)C1 (stereo not drawn) | -0.6 | -3 | -4 | -12 | 0.5 | 2 | 6 | nt | 1 | -4
COC(=O)C1=C(C)N(CCCC(=O)O)C(=O)NC1c1cc2c(cc1[N+](=O)[O-])OCO2 (stereo not drawn) | 2.8 | -11 | 9 | -6 | -0.9 | 8 | -6 | -5.9 | -7 | -19
CC(C)CCN1CCN(C2CCN(c3ccccc3)CC2)CC1CCO (stereo not drawn) | -0.1 | -4 | 12 | 2 | 0.0 | 4 | 1 | 0.7 | -1 | -2
CC(C)c1nnc(NC(=O)CCCCCN2C(=O)C3C4C=CC(C4)C3C2=O)s1 (stereo not drawn) | -0.3 | -8 | 27 | -1 | 0.0 | -2 | -3 | -0.1 | -3 | -3
CC(C)(C)NC(=O)NC(=O)CN1CCN(S(=O)(=O)c2ccc3c(c2)CCCC3)CC1 | i | -10 | nt | -2 | 0.4 | -2 | nt | -0.2 | 0 | 0
COC(=O)c1scc(C)c1-n1ccc(C(=O)C(=O)N(C)C)c1 | -0.3 | 6 | 14 | 2 | -2.1 | 3 | 4 | -2.3 | -1 | 0
COc1ccc(CCNC(=O)c2ccc(-c3cccc([N+](=O)[O-])c3)o2)cc1OC | 0.3 | -8 | 1 | -7 | 0.0 | -7 | 2 | 2.7 | -4 | 3
CCOc1ccc(N(C)S(=O)(=O)c2ccc3[nH]cc(C(=O)NCC(OC)OC)c(=O)c3c2)cc1 | i | -13 | -4 | -8 | 1.8 | 6 | 5 | 0.9 | 8 | 0
CCOC(=O)c1c(S(=O)(=O)NCc2cccs2)c(C)n(C)c1C | -0.4 | -7 | -7 | -6 | -0.8 | 1 | -5 | 2.2 | 2 | 8

Continued:
SMILES | BH1578 lux ind | PriA SSB inh | VHR inh abs | Rv3671c protease | PfHsp40 yeast | Y pestis TopoI | SARS 3CLpro inh | TcdB inh | Anthrax LF prot | MazEF act
O=C(CCN1C(=O)c2ccccc2C1=O)Nc1ccc(F)cc1F | i | -5 | 12 | -2 | -1.5 | 0 | 2 | nt | -5 | 1
Cc1cc(CN(C)C)c(OC(=O)N(C)C)cc1C | -7.1 | -12 | 36 | 3 | -1.9 | 7 | 2 | nt | -1 | 5
NC(=O)[C@H]1CC2(CC(c3cccc(NC(=O)[C@H]4CCC(=O)N4)c3)=NO2)CN1C(=O)c1cc([N+](=O)[O-])cc([N+](=O)[O-])c1 (stereo partly drawn) | -3.7 | 1 | 0 | 1 | -2.0 | -8 | nt | 1.1 | 0 | 1
Cc1cccc(OCCSc2cc(C)nc(N)n2)c1 | 5.0 | -10 | 19 | -5 | -0.2 | 13 | 6 | nt | nt | -5
CCOC(=O)Nc1ccc2nc(Sc3ccc(Cl)cc3)sc2c1 | i | -9 | 40 | -34 | -0.5 | 25 | 6 | 0.1 | 12 | -2
Cc1ccc(NC(=O)COC(=O)c2ccco2)cc1S(=O)(=O)N1CCCCC1 | -0.7 | nt | nt | nt | nt | 2 | nt | -0.2 | -2 | -1
O=C(Nc1cc([N+](=O)[O-])c2[nH]c(=O)c3ccccc3c2c1)C(F)(F)F | 1.9 | -7 | nt | nt | 1.3 | -5 | nt | -1.2 | -5 | 5
COc1cc(NC(=O)c2cccc(NC3=NC4CS(=O)(=O)CC4S3)c2)cc(OC)c1OC (stereo not drawn) | -1.2 | -3 | 25 | 1 | 0.0 | 3 | -5 | 0.8 | -5 | 5
Cc1nc2ccccn2c1C(=O)NNC(=O)Nc1cccc(C(F)(F)F)c1 | -0.3 | -17 | 2 | -12 | 0.2 | 1 | -2 | 0.1 | 2 | 5
CC(C)CCNC(=O)COc1ccc(N(C)S(=O)(=O)c2ccc(F)cc2)cc1 | -0.3 | -26 | 12 | 4 | -0.3 | 10 | 4 | 0.6 | -3 | -12
CCCC(c1nnnn1Cc1ccc(F)cc1)N1CCN(C2CCCCC2)CC1 (stereo not drawn) | 0.5 | -12 | 8 | 3 | -1.7 | -3 | -1 | nt | -3 | -5
CS(=O)(=O)Nc1nnc(SCC(=O)N(c2ccccc2)c2ccccc2)s1 | i | 9 | 17 | 5 | 2.1 | 4 | 1 | -0.1 | -2 | -5
COc1ccc(/C(C)=N/OC/C(O)=C(\C#N)c2nc3ccccc3[nH]2)cc1 | -0.6 | nt | -4 | -1 | -0.6 | -13 | -7 | -5.4 | -2 | -14
CC1(c2nnc(-c3ccncc3)o2)CC(c2cccc(Cl)c2)=NO1 (stereo not drawn) | i | -6 | nt | -4 | 0.5 | -7 | nt | 1.2 | 2 | -6
CCOC(=O)C1CCCN(S(=O)(=O)c2ccc(Br)s2)C1 (stereo not drawn) | 5.0 | -28 | 23 | -14 | -2.0 | -6 | 4 | nt | -5 | -7
COCc1cc(/C=N\NC(=O)Cc2ccc(OC)cc2)ccc1OC | -0.1 | nt | -8 | 11 | -1.0 | -1 | -4 | 0.3 | -4 | 0
O=C(Nc1cccc(C(F)(F)F)c1)Nc1nnc([C@H]2C[C@H](O)[C@@H](CO)O2)s1 | -0.4 | nt | nt | nt | nt | -2 | nt | 0.4 | -6 | nt
CC(=O)c1ccc(NC(=O)C2CCCN(S(=O)(=O)c3c(C)[nH]c(=O)[nH]c3=O)C2)cc1 (stereo not drawn) | -0.5 | -8 | 17 | -6 | -1.7 | -2 | -2 | 0.7 | -4 | 13
COc1cc2cc(C#N)c(SCC(=O)N3CCOCC3)nc2cc1OC | -0.6 | -12 | 18 | 7 | -0.3 | -7 | -2 | nt | 4 | 1
CCc1nc2ccc(C(=O)N(CC)CCN(C)C)cn2c1N(C)CCCc1ccccc1 | -0.3 | nt | nt | nt | nt | 18 | nt | 0.6 | -6 | nt
Cc1noc(C)c1COC(=O)c1ccc2c(c1)OCO2 | i | -5 | 11 | 3 | 1.1 | 7 | 0 | nt | 2 | 5
Cc1ccc(C)c(-n2cc(-c3ccc(Cl)cc3)nc2SCC(=O)NC2CCS(=O)(=O)C2)c1 (stereo not drawn) | i | 34 | 18 | -11 | 2.6 | 12 | 9 | nt | 2 | -1
CCCCN1C2=NCCCN2c2cc(C)c(C)cc21 | i | 17 | 5 | 7 | 1.0 | -5 | -7 | nt | -1 | 4
CCOC(=O)CC1C(=O)NCCN1C(=O)NC1CCCCC1 (stereo not drawn) | -0.2 | -2 | 23 | 8 | 0.6 | 0 | -6 | nt | -4 | 1
CCOC(=O)c1ccc(Nc2ncnc3ccccc23)cc1 | i | -4 | 37 | -10 | 0.8 | -2 | 2 | 0.3 | 10 | -13

Continued:
SMILES | BH1578 lux ind | PriA SSB inh | VHR inh abs | Rv3671c protease | PfHsp40 yeast | Y pestis TopoI | SARS 3CLpro inh | TcdB inh | Anthrax LF prot | MazEF act
COC(=O)c1ccccc1NC(=O)CSc1n[nH]c(-c2cccnc2)n1 | i | -10 | 30 | 6 | -1.0 | -13 | 1 | 0.4 | 2 | -3
Cc1cccc(NC(=O)c2ccc(S(=O)(=O)N3CCCCC3)cc2)c1 | -5.0 | -16 | 33 | -2 | 11 | 15 | 5 | -9.6 | -3 | 2
Brc1ccc(C2=Nc3ccccc3C(c3ccncc3)=NN2)cc1 | i | -4 | 85 | 8 | 0.7 | 5 | 4 | 0.6 | 7 | 5
O=C1NC(=O)N(c2ccc(Cl)cc2)C(=O)/C1=C/c1coc2ccc(O)cc2c1=O | -0.2 | 0 | -8 | -7 | -0.3 | 5 | 2 | -1.5 | -5 | -13
O=C1/C(=C\c2cccc(O)c2)SC(=S)N1Cc1ccccc1 | i | 29 | 18 | -8 | -0.3 | -11 | 7 | 0.9 | 2 | 13
C/C(=N\NC(=O)c1ccc(N(C)C)cc1)c1cccnc1 | i | nt | -2 | 1 | -0.7 | 14 | 1 | 0.2 | -1 | -1
CCOC(=O)c1oc2c(CN3CCN(CCO)CC3)c(O)c(CC)cc2c(=O)c1-c1nc2ccccc2s1 | -0.5 | 13 | 5 | -3 | 0.6 | 5 | 5 | 1.9 | -8 | 4
O=C(CS(=O)(=O)c1cccc(Cl)c1)Nc1ccccc1Cl | nt | -25 | 29 | -1 | -0.6 | 3 | -2 | nt | -12 | -2
COc1ccc(-n2cnnc2SCC(=O)N(C)C2CCS(=O)(=O)C2)cc1 (stereo not drawn) | -1.7 | -7 | 23 | -3 | 2.1 | 0 | 0 | nt | -2 | 2

Compounds listed so far that have bromine:
SMILES | BH1578 lux ind | PriA SSB inh | VHR inh abs | Rv3671c protease | PfHsp40 yeast | Y pestis TopoI | SARS 3CLpro inh | TcdB inh | Anthrax LF prot | MazEF act
O=C(CNc1ccccc1Cl)c1ccc(Br)cc1 | i | -38 | 31 | -3 | 1.2 | ? | 3 | -1.1 | -14 | -2
CCOC(=O)C1CCCN(S(=O)(=O)c2ccc(Br)s2)C1 (stereo not drawn) | 5.0 | -28 | 23 | -14 | -2.0 | -6 | 4 | nt | -5 | -7
Brc1ccc(C2=Nc3ccccc3C(c3ccncc3)=NN2)cc1 | i | -4 | 85 | 8 | 0.7 | 5 | 4 | 0.6 | 7 | 5
